Screens (PubChem BioAssay)
SENP8 block-1: SENP8 (human) protease inhibition | inhibition, % at 20 µM | Q96LD8 | AID 602440 | recombinant SENP8, Nedd8 substrate fluorescence | 360,000 tested, 0.64% active; in the data active = inhibition mostly above about 40%, no sharp cut-off; inactive = mostly below about 27%
SENP6 inh: blocks the human protease SENP6. Q9GZR1. Recombinant SENP6 catalytic domain, aminoluciferin luminescence. inhibition, % at 10 µM. 330,000 tested, 1.8% active;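 active = inhibition above about 50% at the single tested dose, limit read from the data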;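 note: plate controls were DMSO wells with enzyme for no effect and DMSO wells lacking enzyme for full effect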
SENP7 inh: SENP7 protease inhibition; Q9BQF6; recombinant SENP7, Z-RLRGG-aminoluciferin luminescence, 40 min; inhibition, % at 5 µM; 330,000 tested, 1.5% active;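 active = inhibition above about 50% at the single test dose, limit read from the data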;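 note: plate controls were DMSO with enzyme for no effect and no enzyme buffer wells for full effect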
Apaf1 inhib: inhibitors of human Apaf-1 apoptosome. AID 489030. reconstituted apoptosome caspase-3 activity, DEVD-Rh110 fluorescence. O14727. inhibition, % at 20 µM. 330,000 tested, 0.71% active; active = inhibition of at least 40% at 20 µM;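 note: plate controls were DMSO wells for no effect and DEVD-CHO caspase inhibitor wells for full effect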
Target sequence (O14727 whole entry, looked up): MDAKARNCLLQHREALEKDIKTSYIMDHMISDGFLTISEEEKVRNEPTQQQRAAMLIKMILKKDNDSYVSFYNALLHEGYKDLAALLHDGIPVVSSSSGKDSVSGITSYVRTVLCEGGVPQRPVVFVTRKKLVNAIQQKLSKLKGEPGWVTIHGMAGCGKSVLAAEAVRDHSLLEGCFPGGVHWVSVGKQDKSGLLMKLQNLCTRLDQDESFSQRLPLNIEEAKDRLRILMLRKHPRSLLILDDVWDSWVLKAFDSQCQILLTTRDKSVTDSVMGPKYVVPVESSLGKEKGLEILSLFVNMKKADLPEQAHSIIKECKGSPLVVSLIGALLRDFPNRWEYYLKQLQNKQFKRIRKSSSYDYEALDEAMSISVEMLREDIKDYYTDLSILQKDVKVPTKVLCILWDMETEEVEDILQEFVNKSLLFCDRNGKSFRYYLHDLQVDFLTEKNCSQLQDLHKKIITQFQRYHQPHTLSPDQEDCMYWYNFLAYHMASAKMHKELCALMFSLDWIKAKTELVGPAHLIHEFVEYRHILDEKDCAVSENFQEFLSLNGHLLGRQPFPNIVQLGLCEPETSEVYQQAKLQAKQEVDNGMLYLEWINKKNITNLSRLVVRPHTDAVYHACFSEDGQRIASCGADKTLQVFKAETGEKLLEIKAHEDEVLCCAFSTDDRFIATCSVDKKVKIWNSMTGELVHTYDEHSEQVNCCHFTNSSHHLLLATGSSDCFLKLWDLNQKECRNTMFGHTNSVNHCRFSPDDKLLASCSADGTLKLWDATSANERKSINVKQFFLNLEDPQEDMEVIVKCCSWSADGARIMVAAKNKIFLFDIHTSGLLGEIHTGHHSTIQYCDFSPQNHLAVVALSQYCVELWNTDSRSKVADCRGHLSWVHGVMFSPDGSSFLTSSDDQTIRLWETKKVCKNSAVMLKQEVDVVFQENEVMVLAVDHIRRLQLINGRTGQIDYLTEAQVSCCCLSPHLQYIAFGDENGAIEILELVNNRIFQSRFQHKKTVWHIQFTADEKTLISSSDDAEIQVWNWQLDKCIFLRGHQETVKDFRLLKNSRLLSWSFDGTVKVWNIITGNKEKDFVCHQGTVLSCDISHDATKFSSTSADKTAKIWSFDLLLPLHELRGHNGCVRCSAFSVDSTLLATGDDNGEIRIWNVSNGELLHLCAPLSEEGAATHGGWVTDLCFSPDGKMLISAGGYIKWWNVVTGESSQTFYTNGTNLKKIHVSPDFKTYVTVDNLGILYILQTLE
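Assay system – apoptosome proteins · Medium – Hepes buffer, pH 7.5 · Also added – cytochrome c with DEVD-Rh110 · Timing – 30 min compound preincubation, 50 min activation, room temperature · Detection – Rh110 fluorescence, excitation 480 nm, emission 540 nm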
PfGluPho inh: PfG6PD (Plasmodium falciparum) enzyme inhibition; PfGluPho enzyme, NADPH resazurin-diaphorase fluorescence; inhibition, % at 20 µM; 350,000 tested, 0.78% active;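 active = inhibition reaching at least a set limit at 20 µM in the primary screen, cut at about 59% in these data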;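 note: 0% = DMSO wells with substrate and 100% = DMSO wells lacking glucose-6-phosphate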
SENP8 block-2: SENP8 protease inhibition; Q96LD8; purified SENP8, Z-RLRGG-aminoluciferin cleavage, luminescence; inhibition, % at 10 µM; 330,000 tested, 1.2% active; AID 2540; in the data active = inhibition above about 50%
SENP1 inh: SENP1 (human) catalytic domain inhibition; inhibition, % at 10 µM; recombinant SENP1 catalytic domain, CyPet-SUMO1-YPet FRET cleavage; Q9P0U3; 360,000 tested, 0.21% active; AID 624204;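 active = inhibition at least 30% at 10 µM, raw YFP signal under a set limit, fluorescence ratio 0.5 to 1.5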;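 note: 0% = enzyme with DMSO and 100% = no enzyme wells; some results filed as inactive read as strong as hits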
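Compound: 10 µM single point, 0.5% DMSO; Test system: hSENP1 catalytic domain, recombinant; Timing: 50 min reaction at room temperature; Technique: FRET, CFP and YFP emission; Control set: no-enzyme wells low, DMSO-plus-enzyme wells high control.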
HKDC1 inh: inhibitors of human hexokinase HKDC1. Q2TB90. recombinant HKDC1, G6PDH/diaphorase resazurin coupled fluorescence. inhibition, % at 20 µM. 340,000 tested, 0.16% active;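 active = inhibition above about 35% when tested at 20 µM, limit read from the data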;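 note: plate controls were DMSO wells with enzyme for no effect and DMSO wells lacking enzyme for full effect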
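System: Recombinant HKDC1 hexokinase | Amount: HKDC1 at 5 µg/mL | Reagent: Glucose with 1 mM ATP | Doses: Single 20 µM dose | Incubation: Reaction time 90 min, room temperature, protected from light | Signal: Coupled resazurin fluorescence, excitation 525 nm, emission 613 nm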
The depositor's hits bear a star; · = no result given.

SMILES | SENP8 block-1 | SENP6 inh | SENP7 inh | Apaf1 inhib | PfGluPho inh | SENP8 block-2 | SENP1 inh | HKDC1 inh
Nc1ccccc1CNc1nc(NCCO)nc2c1ncn2CCN1CCOCC1 | -1 | -18 | 13 | 1 | -2 | -8 | -1 | -3
O=C(CN1CCN(C2CCS(=O)(=O)C2)CC1)N1N=C(c2ccc(Cl)cc2)CC1c1ccco1 (stereo unspecified) | -14 | -11 | 6 | 7 | 5 | -9 | -8 | 4
Cc1ccc(/C(C#N)=C\c2cn(C)c3ccccc23)cc1 | · | -15 | 3 | 17 | · | -11 | · | ·
C/C(=N/NC(=O)C(C)n1nc(C)c([N+](=O)[O-])c1C)c1ccc(OCC(N)=O)cc1 (stereo unspecified) | 9 | -10 | 8 | -8 | 10 | -6 | -1 | -8
CC(=O)c1sc2nc(=O)c(C)nn2c1C | -13 | -13 | -2 | 10 | 1 | -14 | 3 | -7
CC(=O)N1CCN(c2ccc(Oc3ncnc4sccc34)cc2)CC1 | 20 | -27 | -12 | 4 | -5 | -8 | 1 | -4
O=C(NCc1ccccc1)C(c1cccnc1)N(C(=O)c1ccccn1)c1ccc(F)cc1 (stereo unspecified) | 5 | -6 | -3 | 0 | 3 | -4 | 3 | -8
CCCNC(=O)NC(=O)CSc1nc2cc(C(=O)OC)ccc2c(=O)n1-c1ccccc1 | -81 | -4 | 3 | 25 | 6 | -6 | 0 | -3
Oc1c(C(c2cccs2)N2CCN(c3cccc(Cl)c3)CC2)sc2ncnn12 (stereo unspecified) | 20 | -15 | 10 | 13 | -13 | -15 | 2 | 0
CC(C)(C)C(=O)Nc1ccc(S(=O)(=O)c2ccc(NC(=O)C(C)(C)C)cc2)cc1 | 14 | -6 | 4 | -11 | 1 | -12 | 3 | -1
O=C(CSc1nc2ccccc2[nH]1)Nc1nc(-c2cccc(Br)c2)cs1 | 26 | 2 | 6 | 6 | -2 | -4 | 4 | -8
O=C1C=C(c2ccccc2)CC(c2ccc(F)cc2)C1 (stereo unspecified) | 10 | -18 | 5 | 6 | 11 | -5 | 2 | 1
CCOC(=O)C1CCN(C(=O)COC(=O)/C=C/c2ccc([N+](=O)[O-])cc2)CC1 | 9 | -2 | -2 | 7 | 12 | -8 | 3 | -3
Cc1ccc(CNS(=O)(=O)c2ccc(C(F)(F)F)cc2)n1C | 20 | -45 | 0 | -12 | 7 | 4 | -5 | -4
COc1cc(OC)c2c(C)cc(=O)oc2c1C(CCN1CCOCC1)c1ccc(N(C)C)cc1 (stereo unspecified) | -44 | -10 | -7 | 7 | -1 | 4 | 5 | 0
Cc1cc(C)c2c(n1)SCC(=O)N2CC(=O)Nc1c(C)cccc1C | 0 | -18 | 3 | -6 | -1 | 1 | 0 | -4
Cc1ccc(S(=O)(=O)N[C@H](C(=O)OCC(=O)NC(=O)Nc2ccc3c(c2)OCCO3)C(C)C)cc1 | 18 | 17 | -2 | 11 | 0 | -5 | 4 | -5
Cc1ccc(CNC(=O)C2c3ccccc3C(=O)N(C)C2c2c[nH]c3ccccc23)o1 (stereo unspecified) | · | 1 | 6 | 8 | 13 | 4 | · | -5
COc1ccc(C(=O)NCC(c2ccco2)N2CCc3ccccc3C2)cc1 (stereo unspecified) | -2 | -9 | -12 | 10 | 14 | -5 | -1 | -2
Cc1ccc(C2Cc3cc(O)c(O)cc3CN2)cc1 (stereo unspecified) | 3 | 4 | 0 | -7 | 26 | -1 | -14 | 3
Cn1c(CNc2ccc(Cl)cc2)nnc1SCc1ccccc1 | 5 | -4 | 10 | 11 | -8 | 0 | -1 | 3
Cc1cc(C)c(S(=O)(=O)N(C)CC(=O)NCc2ccccn2)c(C)c1 | · | -7 | 4 | 11 | 6 | 2 | · | 10
COCCNC(=O)C1CCCN(c2ncccn2)C1 (stereo unspecified) | -29 | 6 | -6 | -17 | -11 | 4 | 1 | -11
CCn1cc(C(=O)NCc2ccncc2)c(=O)c2cc(F)c(N3CCN(C(=O)c4ccco4)CC3)cc21 | -445 | 3 | -13 | 6 | 6 | -11 | -1 | 10

Some of these compounds in order of count of non-hydrogen atoms, highest first.
SMILES | SENP8 block-1 | SENP6 inh | SENP7 inh | Apaf1 inhib | PfGluPho inh | SENP8 block-2 | SENP1 inh | HKDC1 inh
O=C(CN1CCN(C2CCS(=O)(=O)C2)CC1)N1N=C(c2ccc(Cl)cc2)CC1c1ccco1 (stereo unspecified) | -14 | -11 | 6 | 7 | 5 | -9 | -8 | 4
CCCNC(=O)NC(=O)CSc1nc2cc(C(=O)OC)ccc2c(=O)n1-c1ccccc1 | -81 | -4 | 3 | 25 | 6 | -6 | 0 | -3
Cc1ccc(CNC(=O)C2c3ccccc3C(=O)N(C)C2c2c[nH]c3ccccc23)o1 (stereo unspecified) | · | 1 | 6 | 8 | 13 | 4 | · | -5
Cc1cc(C)c(S(=O)(=O)N(C)CC(=O)NCc2ccccn2)c(C)c1 | · | -7 | 4 | 11 | 6 | 2 | · | 10
O=C1C=C(c2ccccc2)CC(c2ccc(F)cc2)C1 (stereo unspecified) | 10 | -18 | 5 | 6 | 11 | -5 | 2 | 1

Additional structures follow.
SMILES | SENP8 block-1 | SENP6 inh | SENP7 inh | Apaf1 inhib | PfGluPho inh | SENP8 block-2 | SENP1 inh | HKDC1 inh
CCOC(=O)c1ccc(NC(=S)N(CCCN2CCCC2)Cc2cccs2)cc1 | 13 | 14 | -15 | 9 | 2 | -8 | 3 | -2
Nc1cc(-c2nn[nH]n2)ccc1F | -2 | -7 | 3 | 0 | -17 | -2 | -2 | 0
CCN(CC(=O)NCc1ccc(Cl)cc1)C(=O)CSCC(=O)Nc1cccc(C)c1 | 8 | 10 | 2 | 1 | 1 | 7 | 3 | 5
O=C(NCCN1C(=O)C2C3C=CC(C3)C2C1=O)Nc1ccccc1O (stereo unspecified) | 6 | -10 | -7 | -11 | 3 | -8 | -1 | -6
Cc1cccc2c3c([nH]c12)CCNC3 | -4 | -2 | -9 | -2 | -10 | -13 | -1 | -4
CC(=O)Nc1ccc(NC(=O)C(NS(=O)(=O)c2cccc3nsnc23)C(C)C)cc1 (stereo unspecified) | 11 | -6 | 5 | 1 | -9 | -12 | 3 | -7
Cc1noc(C)c1C(=O)N1CCN(c2ccc(OCc3ccccc3)cc2)CC1 | 9 | 4 | -1 | 6 | 7 | -7 | 1 | -1
COC(=O)C1=C(O)/C(=C/c2cccc(OC)c2O)N=C1C | 6 | 9 | 8 | 1 | 18 | -10 | -18 | -3
O=C(CCC(=O)N1CCN(c2ccccn2)CC1)Nc1nnc(C2CCCCC2)s1 | -8 | -4 | 2 | 2 | -2 | 4 | 1 | -6
Cn1nnnc1Sc1ncnc2scc(-c3ccc(-c4ccccc4)cc3)c12 | -19 | -9 | -6 | 23 | -16 | -4 | 0 | 4
COc1cccc(CN2CCN(C(=O)c3cc(-c4cccnc4)nc4ccc(C)cc34)CC2)c1 | -28 | -13 | 2 | 12 | 5 | -4 | 0 | -4
O=C(Cc1ccccc1[N+](=O)[O-])Nc1ccccc1C(=O)N1CCCC1 | 6 | 11 | 7 | 4 | -12 | 4 | 0 | -6
COc1ccc(Cl)cc1NC(=O)CN(C)C(=O)c1cn2ccccc2n1 | 14 | 6 | 5 | -7 | -1 | -1 | 0 | -1
CC(OC(=O)c1ncc(Cl)c(Cl)c1Cl)C(=O)NC1CCCCC1C (stereo unspecified) | 10 | -7 | -6 | 13 | 0 | -2 | 0 | 0
COc1ccc(OC)c(S(=O)(=O)N2CCC(C(=O)N3CCN(c4ccc(F)cc4)CC3)CC2)c1 | 10 | -13 | 0 | 11 | 14 | 4 | 1 | -8
O=C(N=C1N=C2C=CC=CN2Cc2ccccc21)c1ccc(S(=O)(=O)N2CCOCC2)cc1 | 17 | 20 | 25 | -9 | -6 | 10 | 1 | -6
Cc1ccc(C(=O)N2CC(C)CC(C)C2)cc1S(=O)(=O)N1CCCCC1 (stereo unspecified) | 17 | 0 | 4 | 14 | -8 | 10 | 1 | -4
O=C(NNC(=O)C1CCCC1)c1ccc(F)cc1 | -3 | -14 | 4 | 7 | 2 | 1 | 0 | -4
Cc1ccccc1-n1c(=O)cc(NCc2ccc3c(c2)OCO3)[nH]c1=O | 14 | 4 | -12 | 1 | -11 | -5 | -5 | -11
CCOC(=O)N1CCN(C(=O)CN(c2cc(C(F)(F)F)ccc2Cl)S(C)(=O)=O)CC1 | 12 | -14 | -2 | -7 | -10 | -3 | 0 | -6
Cc1cc(SCC(=O)OCC(=O)NCC2CCCO2)c(C)cc1Br (stereo unspecified) | 2 | -11 | 1 | 1 | -14 | -5 | 4 | -2

5 records picked at random from those above, as already listed:
SMILES | SENP8 block-1 | SENP6 inh | SENP7 inh | Apaf1 inhib | PfGluPho inh | SENP8 block-2 | SENP1 inh | HKDC1 inh
CC(OC(=O)c1ncc(Cl)c(Cl)c1Cl)C(=O)NC1CCCCC1C (stereo unspecified) | 10 | -7 | -6 | 13 | 0 | -2 | 0 | 0
O=C(N=C1N=C2C=CC=CN2Cc2ccccc21)c1ccc(S(=O)(=O)N2CCOCC2)cc1 | 17 | 20 | 25 | -9 | -6 | 10 | 1 | -6
Cc1cc(SCC(=O)OCC(=O)NCC2CCCO2)c(C)cc1Br (stereo unspecified) | 2 | -11 | 1 | 1 | -14 | -5 | 4 | -2
Cc1ccc(C(=O)N2CC(C)CC(C)C2)cc1S(=O)(=O)N1CCCCC1 (stereo unspecified) | 17 | 0 | 4 | 14 | -8 | 10 | 1 | -4
CCOC(=O)N1CCN(C(=O)CN(c2cc(C(F)(F)F)ccc2Cl)S(C)(=O)=O)CC1 | 12 | -14 | -2 | -7 | -10 | -3 | 0 | -6
